TROY signal inh – inhibitors of TROY-driven NF-kB signaling, primary screen, Q293 LMP1-TROYcd cells, NF-kB luciferase, uHTS; inhibition, % at 10 µM; 360,000 tested, 0.98% active; Q293 LMP1-TROYcd NF-kB luciferase reporter, 4 h;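 active means compounds whose plate-normalised and pattern-corrected inhibition of the luciferase reporter signal at the single screening dose is 50% or more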
COUP-TFII inh – NR2F2 transcriptional activity inhibitors, primary screen, cell-based, luciferase reporter, HEK293T, luminescence | inhibition, % at 8.6 µM | 370,000 tested, 0.7% active | COUP transcription factor 2 (Homo sapiens), P24468 | HEK293T NGFI-A luciferase reporter;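 active means inhibition above a per-plate cutoff, mean inhibition of test wells between control levels plus 3 SD, cut at about 38% in these data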;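 further: cells cotransfected with COUP-TFII expression vector driving the NGFI-A reporter; 0% = median of COUP-TF2 test wells and 100% = reporter-only cells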
LRH-1 inv ag – LRH-1 (NR5A2) inverse agonists, primary screen, cell-based, luminescence, HEK293T, StAR-luciferase reporter | LRH-1 transfected, 24 h | inhibition, % at 3.6 µM | AID 602396, 2012 | 360,000 tested, 0.13% active | Nuclear receptor subfamily 5 group A member 2 (Homo sapiens), O00482;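 active means inhibition above the mean inhibition of all tested compounds plus 3 SD, cut at about 73% in these data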;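 further: 0% = DMSO wells and 100% = reporter-only cells lacking LRH-1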
NCOA3 inh – SRC3 coactivator transcriptional activity inhibitors, primary screen, cell-based, luminescence. AID 588352, 2011. 360,000 tested, 0.17% active. Nuclear receptor coactivator 3 (Homo sapiens), Q9Y6Q9. inhibition, % at 3.6 µM. HEK293 GAL4-SRC3 luciferase reporter;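 active means inhibition above a per-campaign cutoff, the mean of all compounds plus 3 SD, cut at about 60% in these data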;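 further: 0% = DMSO-treated cells and 100% = gossypol-treated cells at 36 µM; higher means less SRC3-driven luciferase light from the GAL4 reporter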
Target sequence (Q9Y6Q9 whole entry, looked up, the tested form may be a part): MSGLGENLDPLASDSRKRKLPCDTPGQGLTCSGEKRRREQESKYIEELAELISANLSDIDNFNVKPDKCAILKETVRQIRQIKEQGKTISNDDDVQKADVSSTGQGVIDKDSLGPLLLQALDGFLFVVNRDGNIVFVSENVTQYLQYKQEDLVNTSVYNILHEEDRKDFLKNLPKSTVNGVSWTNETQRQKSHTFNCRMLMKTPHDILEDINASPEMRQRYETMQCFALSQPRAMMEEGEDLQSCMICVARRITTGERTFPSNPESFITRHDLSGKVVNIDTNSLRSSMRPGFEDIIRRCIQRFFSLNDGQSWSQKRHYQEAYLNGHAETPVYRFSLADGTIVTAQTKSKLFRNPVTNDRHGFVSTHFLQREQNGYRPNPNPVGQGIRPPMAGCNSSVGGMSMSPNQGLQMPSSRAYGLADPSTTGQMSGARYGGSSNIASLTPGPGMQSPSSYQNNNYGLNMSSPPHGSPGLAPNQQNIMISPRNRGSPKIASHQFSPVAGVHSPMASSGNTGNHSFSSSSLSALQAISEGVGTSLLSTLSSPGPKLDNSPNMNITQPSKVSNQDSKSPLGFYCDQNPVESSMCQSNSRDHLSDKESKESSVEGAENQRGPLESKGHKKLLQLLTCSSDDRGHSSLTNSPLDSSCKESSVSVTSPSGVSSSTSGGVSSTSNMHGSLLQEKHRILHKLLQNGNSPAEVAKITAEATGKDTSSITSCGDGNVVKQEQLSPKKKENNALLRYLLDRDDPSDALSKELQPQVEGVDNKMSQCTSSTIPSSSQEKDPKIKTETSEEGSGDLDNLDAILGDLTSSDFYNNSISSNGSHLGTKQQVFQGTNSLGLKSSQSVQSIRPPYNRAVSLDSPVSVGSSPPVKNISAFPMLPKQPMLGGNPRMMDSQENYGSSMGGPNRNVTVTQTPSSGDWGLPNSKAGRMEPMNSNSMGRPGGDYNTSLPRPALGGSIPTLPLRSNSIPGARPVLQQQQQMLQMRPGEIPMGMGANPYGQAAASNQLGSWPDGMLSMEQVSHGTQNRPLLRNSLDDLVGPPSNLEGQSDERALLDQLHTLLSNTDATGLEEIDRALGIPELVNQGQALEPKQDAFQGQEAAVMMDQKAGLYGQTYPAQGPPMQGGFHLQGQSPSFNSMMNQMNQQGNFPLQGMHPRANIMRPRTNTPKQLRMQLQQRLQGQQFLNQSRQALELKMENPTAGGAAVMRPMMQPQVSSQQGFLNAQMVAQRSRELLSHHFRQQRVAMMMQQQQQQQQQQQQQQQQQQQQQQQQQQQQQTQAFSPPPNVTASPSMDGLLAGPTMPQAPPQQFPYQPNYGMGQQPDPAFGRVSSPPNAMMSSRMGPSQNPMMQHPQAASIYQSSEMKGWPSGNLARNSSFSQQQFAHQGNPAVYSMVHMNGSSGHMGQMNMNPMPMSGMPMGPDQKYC
KKLEB tox – cytotoxicity in KKLEB CF airway cells, primary screen, cytotoxicity control for CF NF-kB inhibitor project, cell-based, uHTS, fluorescence assay plates | activity change (cytotoxicity), % at 5 µM | KKLEB CF airway cells viability, ATPlite luminescence, overnight; active compounds read low; cells stimulated with P. aeruginosa culture filtrate | AID 602141, 2011 | 360,000 tested, 0.36% active;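 active means corrected activity change at or below -50% at 5 µM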
SRC1 inh – SRC1 coactivator transcriptional activity inhibitors, primary screen, cell-based, luminescence; 360,000 tested, 0.12% active; Nuclear receptor coactivator 1 (Homo sapiens), Q15788; AID 588354, 2011; inhibition, % at 3.6 µM; HEK293 GAL4-SRC1 luciferase reporter;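 active means inhibition above the campaign mean plus 3 SD, with each screening campaign given its own cutoff, cut at about 60% in these data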;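 further: 0% = DMSO treated cells and 100% = gossypol at 36 µM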
EBV LMP1 NFkB – EBV LMP1-driven NF-kappaB luciferase reporter inhibitors, primary screen, cell-based, luminescence, single point | LMP1-induced NF-kappaB luciferase reporter cells | inhibition, % at 12.5 µM | 350,000 tested, 0.69% active; in the data active means inhibition above about 41%;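 further: 0% = neutral control wells and 100% = reference inhibitor control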
TRAIL sens C8 – viability loss with TRAIL in NB7+C8 cells, primary screen, TRAIL sensitizer project, cell-based, ATPlite luminescence; inhibition (viability loss, TRAIL sensitization), % at 10 µM; 360,000 tested, 1% active;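 active means compounds causing at least 50% loss of cell viability in the single-dose screen, relative to plate controls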
CF NFkB block – inhibitors of PAF-induced NF-kB signaling, primary screen, cell-based, GFP fluorescence, uHTS; KKLEB NF-kB-GFP reporter, GFP fluorescence overnight; inhibition, % at 5 µM; 360,000 tested, 0.86% active;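 active means at least 50% inhibition at 5 µM, scaled per plate between neutral and stimulator controls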;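 further: PAF is a Pseudomonas aeruginosa culture filtrate used as stimulus; plate controls were PAF-stimulated DMSO wells for no effect and unstimulated DMSO wells for full effect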
TWEAK Fn14 block – inhibitors of TWEAK-Fn14 signaling, primary screen, luciferase reporter cells, uHTS; TWEAK-stimulated Fn14 reporter cells, luciferase luminescence, 8 h; 360,000 tested, 2% active; inhibition, % at 10 µM; in the data active means inhibition above about 50%
SRC2 inh – inhibition of GAL4-SRC2 driven luciferase reporter, primary screen, SRC2 inhibitor project, cell-based, luminescence. Nuclear receptor coactivator 2 (Homo sapiens), Q15596. HEK293 GAL4-SRC2 luciferase reporter. inhibition, % at 9 µM. 370,000 tested, 0.17% active;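 active means inhibition above the mean inhibition of all tested compounds plus 3 SD, set per campaign, cut at about 52% in these data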;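 further: 0% = DMSO treated cells and 100% = cells given Gossypol at 36 µM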
Active calls of the source: *; . = no result given.

SMILES	TROY signal inh	COUP-TFII inh	LRH-1 inv ag	NCOA3 inh	KKLEB tox	SRC1 inh	EBV LMP1 NFkB	TRAIL sens C8	CF NFkB block	TWEAK Fn14 block	SRC2 inh
O=C(NCc1ccc(F)cc1)c1cc2ccccn2n1	-7	-7	5	11	3	-27	-12	1	-7	-5	-12
COc1ccc2c(CCNC(=O)Nc3ccccc3)c[nH]c2c1	-15	4	-12	17	7	3	-10	-6	1	1	-13
CCOC(=O)c1cc2sc(C)cc2n1C(C)C(=O)OCC (stereo not drawn)	-7	13	6	16	0	-39	-1	-3	-4	-2	13
Cc1nc2c(=O)n(-c3ccc(F)c(Cl)c3)nc(C)c2s1	-6	0	-11	9	5	-6	.	1	-2	9	-14
O=C(NCc1ccccc1F)c1cccc(S(=O)(=O)N2CCCCCC2)c1	-8	-19	12	10	10	4	-2	5	0	-6	18
COc1cccc(CN(C)C(=O)CNC(=O)c2ccc3c(c2)OCO3)c1OC	-3	9	-13	7	10	-65	0	-3	-44	1	-13
COc1cccc(NC(=O)C(C)Sc2nnc(C3CC3)n2C2CC2)c1 (stereo not drawn)	-11	-20	1	7	2	4	-2	-4	-10	7	2
Cc1ccccc1Cn1c2ccccc2c2cnn(CC(=O)NCCCN3CCN(C)CC3)c(=O)c21	-2	-2	-1	-15	5	2	-7	-6	11	-8	11
CCCOc1ccc(C(CC(=O)O)NC(=O)C23CC4CC(CC(C4)C2)C3)cc1 (stereo not drawn)	-2	4	-9	8	6	3	3	-3	11	-15	-8
CN(CC(=O)Nc1ccccc1Cl)C(=O)COC(=O)c1cc(S(=O)(=O)N(C)C)ccc1N1CCCC1	3	0	12	3	12	5	3	6	-6	-11	-16
CCN(CC(=O)Nc1ccccc1C(=O)NC1CC1)Cc1cccs1	-14	-23	-4	-6	8	-9	2	-10	-2	9	-2
COC(=O)CNC(=O)CN1c2cccc3cccc(c23)S1(=O)=O	-31	-12	-18	4	6	-12	-6	-9	0	11	14
O=C(N/N=C/c1ccc(O)c(Br)c1)c1cc2c(ccc3ccccc32)o1	-32	0	-6	-4	-23	-28	-2	5	26	-16	-14
O=C(CCN1CCN(c2ccccc2)CC1)NNC(=O)c1ccccc1	-6	-9	-2	-3	0	4	-1	-3	-7	-3	-7
O=C1/C(=C/N(C(=O)c2ccco2)c2ccc(Br)cc2)Sc2ccccc21	65*	.	-79	-27	-10	-73	-12	57*	-14	87*	.

Molecules above containing a thiophene ring, fused or not, in the order listed:
SMILES	TROY signal inh	COUP-TFII inh	LRH-1 inv ag	NCOA3 inh	KKLEB tox	SRC1 inh	EBV LMP1 NFkB	TRAIL sens C8	CF NFkB block	TWEAK Fn14 block	SRC2 inh
CCOC(=O)c1cc2sc(C)cc2n1C(C)C(=O)OCC (stereo not drawn)	-7	13	6	16	0	-39	-1	-3	-4	-2	13
CCN(CC(=O)Nc1ccccc1C(=O)NC1CC1)Cc1cccs1	-14	-23	-4	-6	8	-9	2	-10	-2	9	-2

New compounds follow.
SMILES	TROY signal inh	COUP-TFII inh	LRH-1 inv ag	NCOA3 inh	KKLEB tox	SRC1 inh	EBV LMP1 NFkB	TRAIL sens C8	CF NFkB block	TWEAK Fn14 block	SRC2 inh
Cc1nonc1OCCNCc1c(C(=O)N(C)C)nc2ccc(Cl)cn12	-2	5	0	-3	-8	-12	8	0	15	-3	-7
O=C(O)CNC1=NCCCCC1	-9	13	7	18	-6	7	0	1	-21	6	14
Cn1nnnc1SCCNCc1ccccc1OCc1ccccc1	0	-2	14	10	12	7	-5	-13	-21	-13	15
COc1ccc(NC(=O)O/N=C2/CCCc3ccc(OC)cc32)cc1	-28	-24	-8	7	10	-3	-8	23	-8	-10	-18
COC(=O)C(=C/C(C)=C/c1cccnc1)C(=O)OC	42	-8	7	-4	8	11	15	-12	21	65*	20
COC(=O)c1ccc(CNC(=O)Cn2cnc3c(SC)nc(N)nc32)cc1	5	-1	4	15	-4	7	8	8	22	-13	-12
CCOc1cccc(NC(=O)C2CC(=O)NC(=Nc3ccccc3)S2)c1 (stereo not drawn)	5	1	3	19	-9	-12	-3	-3	5	5	-8
Cc1ccc2[nH]c3c(Cl)ncnc3c2c1	-4	7	15	-8	-3	-28	2	2	7	-9	-11
Cc1cc(Cl)ccc1OCC(=O)N(Cc1ccco1)c1c(N)n(Cc2ccccc2)c(=O)[nH]c1=O	10	1	8	-12	1	2	-1	0	26	17	5
CC(OC(=O)C1=COCCO1)C(=O)Nc1ccccc1C#N (stereo not drawn)	13	0	9	18	-5	3	-10	-11	-5	-1	-4
Cc1cc(OCC(=O)OCC(=O)NCCN2C(=O)CSC2=O)ccc1Cl	11	22	-19	-10	-7	-6	1	0	-4	-18	-13
O=C1CCCC(O)=C1N=Nc1c(Cl)cc(C(F)(F)F)cc1Cl	19	1	-5	2	0	13	2	1	-17	-15	-26
Cc1c(NS(=O)(=O)c2ccc(N(C)C3CCCCC3)c([N+](=O)[O-])c2)c(=O)n(-c2ccccc2)n1C	11	16	-5	15	-2	22	-10	2	-7	-11	-7
CC1CCN(S(=O)(=O)c2ccc(NC(=O)CCN3C(=O)C4CC=CCC4C3=O)cc2)CC1 (stereo not drawn)	20	-7	-4	13	-2	-5	2	-10	6	7	21
CC(Oc1ccc(F)cc1)C(=O)Nc1cc(S(=O)(=O)N2CCOCC2)ccc1N1CCN(C)CC1 (stereo not drawn)	1	4	-7	-31	2	-7	-6	11	3	-23	-14
O=C(O)CC(c1ccc(F)cc1F)N1Cc2ccccc2C1=O (stereo not drawn)	-5	.	-19	-1	0	6	.	-11	7	23	.
CC(NC(=S)N1CCOCC1)c1ccccc1 (stereo not drawn)	-3	-1	-15	-1	4	1	4	-14	9	-12	12
Cc1ccc(C(=O)N2CCN(c3cc(=O)[nH]nc3-c3ccccc3)CC2)cc1	2	-9	2	2	1	-1	4	4	4	11	3
O=C(COCc1cc(-c2ccc3c(c2)OCO3)on1)N1CCN(c2ccc(F)cc2)CC1	11	7	-6	4	2	-3	-6	14	6	-9	0
CC1CN(S(=O)(=O)c2cc(C(=O)NCc3ccncc3)ccc2Cl)CC(C)O1 (stereo not drawn)	12	11	-1	6	-4	0	6	0	3	6	15
O=C(CN1C(=O)c2cccc3cccc(c23)C1=O)N1CCN(Cc2ccc3c(c2)OCO3)CC1	10	6	22	-2	-9	10	-1	3	13	1	-4
CCC(C)(C)NC(=O)CN(C(=O)c1snc(C(N)=O)c1N)c1ccc2c(c1)OCCO2	-9	21	14	13	1	8	10	0	16	31	26
O=C1NC[C@@H](CCCCN2CCN(CCc3ccc(O)cc3)C(=O)C2=O)N(CCC2CCCCC2)C1=O	-8	-14	-2	.	.	.	.	-2	.	7	13
CCOc1cccc(C(=O)Nc2cccc(-c3nc4ncccc4o3)c2C)c1	3	16	-27	7	15	-6	-3	10	-13	14	-4
Cc1ccnc(NC(=O)C(Cc2ccccc2)NC(=O)c2ccccc2)c1 (stereo not drawn)	6	-1	-2	1	7	-5	-2	2	10	-3	-39
COC(=O)C(O)(CC(=O)Nc1cc(OC)c(OC)c(OC)c1)C(F)(F)F (stereo not drawn)	4	-9	-16	5	-5	-1	2	-6	12	0	-17
S=C(NCCN1CCOCC1)Nc1ccc(Cl)c(Cl)c1	-24	-5	-11	-9	3	-40	-11	0	-7	-1	6
CCOc1ccc(CCNC(=O)C2=C(C)C(=O)OC23CCC(C)CC3)cc1OCC (stereo not drawn)	4	5	17	22	10	9	-5	16	0	2	-6
C[C@H](CO)N1C[C@H](C)[C@@H](CN(C)CC2CCCCC2)Oc2c(NS(=O)(=O)c3cccs3)cccc2C1=O	13	.	9	6	3	-13	6	-16	-7	9	.
COc1ccc(CNC(=O)C2(CC3CC(c4ccccc4)=NO3)CCN(C(=O)CCCCCBr)CC2)cc1 (stereo not drawn)	-9	-17	15	-8	16	-12	11	16	-26	-8	-19
COc1cccc(NC(=O)Nc2ccc3c(c2)OCO3)c1	-55	-46	-64	-56	0	-88	-25	29	2	-23	-30
O=c1c2sccc2nc(SCc2cc(=O)n3cc(Cl)ccc3n2)n1Cc1ccccn1	-23	5	-4	-15	9	-20	0	-3	5	-23	-4
COc1ccc(CC(NC(C)=O)C(=O)NC2CCN(C(=O)Nc3ccc(Cl)cc3)CC2)cc1OC (stereo not drawn)	-15	-6	14	-1	7	3	-2	-13	-12	-7	-1
O=C(COc1ccc(Br)cc1Cl)Nn1cnnc1	-6	1	-9	-8	-6	-1	-1	2	20	0	6
Cc1nn(CC(=O)OC(C)C(=O)Nc2ccccc2[N+](=O)[O-])c(C)c1[N+](=O)[O-] (stereo not drawn)	2	4	0	3	2	0	2	5	-12	11	2
CCn1ncc(Cl)c1C(=O)Nc1ccc2c(c1)CCC2	-51	-19	-24	-29	-21	-36	-9	-6	0	-24	1
CCOC(=O)C1CCCN(c2c(NCCc3ccccc3)c(=O)c2=O)C1 (stereo not drawn)	1	11	-10	13	3	4	-9	-13	-20	-2	-10
CCOC(=O)c1nnc(-c2ccccc2)nc1NC	-9	-1	-1	-17	3	2	-6	-10	-7	-3	-6
O=C(COC(=O)c1cncc(Br)c1)NCCC1=CCCCC1	-4	-11	-10	-2	5	-4	0	9	-8	-3	3
CN(C1CCCCC1)S(=O)(=O)c1ccc(SCC(N)=O)nc1	-12	-13	9	0	-18	1	-3	-6	-25	11	-9
O=S(=O)(c1ccc(Br)cc1)n1c(Cc2ccccc2)nc2ccccc21	1	-10	16	-9	-13	7	1	3	21	27	-8
O=C(CSc1nnc(-c2ccc(C(F)(F)F)cn2)s1)c1ccc(Cl)cc1	-6	2	10	13	-2	-32	1	3	7	-7	1
O=C(NCc1ccccc1)C1CNCC(C(=O)NCc2ccccc2)C1 (stereo not drawn)	-12	-1	-16	-10	-11	-8	-4	-9	10	-2	25
CCCc1cc(=O)[nH]c(SCC(=O)NCCC2=CCCCC2)n1	11	12	-2	1	2	-24	-4	-5	21	-5	0
COCCCNC(=O)CCc1c(C)nc2c(-c3ccc(F)cc3)c(C)nn2c1C	3	5	-2	9	-5	10	-1	0	10	-5	13
Cc1cc(C[n+]2cc(Br)ccc2N)c2ncccc2c1	14	-12	31	25	-7	24	6	25	-8	-24	24
Cc1ccc2nc(Nc3nc(C)cc(-c4ccccc4)n3)[nH]c(=O)c2c1	-3	-4	-9	8	3	0	-13	15	-37	-16	-11
Nc1nnc(-c2cc3ccccc3oc2=O)s1	-47	-26	-82	-48	7	-66	-8	-3	-22	-3	-50
Cn1c(=O)[nH]c(=O)c2c1nc(N1CCNCC1)n2CCOc1ccccc1	11	-5	-1	7	-8	0	-4	2	-10	0	-23
